High-throughput results as filed in PubChem BioAssay.
RGS4 inhibitor: inhibitors of human regulator of G protein signaling 4. hit rate 0.039% among 390,000. P49798. AID 504845. Transcreener GDP fluorescence polarization, RGS4-accelerated GTP hydrolysis. Potency, µM (highest dose often 114 µM), for the others: top-dose activity change, negative = inhibition, hits mostly inhibitors; further: on the % scale 0 is the no-effect control and ±100 the full control effect; nearly all actives have a fitted effect of over 75% in size; some results filed as inactive show a strong effect at the top dose
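MLSMR compounds (23 nl, pin-transferred) preincubated 10 min at room temperature with a 500nM (2x) first reagent, then RGS4 at 900nM (2x) plus Transcreener GDP mix added; fluorescence polarization (620/688 nm) read before and after 90 min at 30 °C.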
GLS inhibitor: blocks human kidney-isoform glutaminase activity | Potency, µM (series often up to 45.5 µM), without a hit: at the top dose activity change, negative = inhibition, usual class: inhibitors | O94925 | hit rate 0.21% among 410,000 | AID 624170 | GLS enzymatic activity, qHTS titration; further: on the % scale 0 is the no-effect control and ±100 the full control effect
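Coupled fluorescence readout: glutamate oxidase/HRP/Amplex Red detect glutamate formed by hKGA from L-glutamine (1 mM solution added). Buffer 45 mM KH2PO4 pH 8.2, 0.02% Tween-20; reads at t0 and 30 min RT.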
Pin1 inh: blocks the human prolyl isomerase Pin1; Q13526; Pin1 FP peptide displacement, HiFluor488, 10 min; Potency, µM (doses to about 115 µM), for inactives: at the top dose activity, negative = inhibition, actives largely listed as inhibitors; hit rate 0.009% among 390,000; AID 504891; active means well fitted inhibition curve with a large enough effect in the polarisation, with a control signal flat, not every such curve was filed as active; inconclusive means small, poorly fitted or top-dose-only effect, or effect the other way, or a change in a side signal; inactive means no such curve, though single readings can be large or run the other way; the % refers to the polarisation; further: on the % scale 0 is the no-effect control and ±100 the full control effect
Target sequence (Q13526 whole entry, looked up): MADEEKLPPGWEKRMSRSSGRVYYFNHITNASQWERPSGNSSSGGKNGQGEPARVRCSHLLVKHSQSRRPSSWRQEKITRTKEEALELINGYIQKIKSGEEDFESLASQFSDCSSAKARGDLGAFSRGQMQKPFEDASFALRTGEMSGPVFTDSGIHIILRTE
ERG-DNA inh: ERG Ets/DNA interaction inhibition. P11308. fluorescence polarization, His-ERG Ets domain / labelled DNA. Potency, µM (doses to about 76.9 µM), for inactives: at the highest dose FP activity, negative = inhibition, usual class: inhibitors. hit rate 0.028% among 370,000; active means well fitted inhibition curve with a large enough effect in the polarisation, with a control signal flat; inconclusive means small, poorly fitted or top-dose-only effect, or effect the other way, or a change in a side signal; inactive means no such curve, though single readings can be large or run the other way; the % refers to the polarisation;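 further: polarization taken with two DNA probes labelled with fluorescein and Texas red; % of control where 0% means no effect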
Target sequence (P11308 whole entry, looked up, the tested form may be a part): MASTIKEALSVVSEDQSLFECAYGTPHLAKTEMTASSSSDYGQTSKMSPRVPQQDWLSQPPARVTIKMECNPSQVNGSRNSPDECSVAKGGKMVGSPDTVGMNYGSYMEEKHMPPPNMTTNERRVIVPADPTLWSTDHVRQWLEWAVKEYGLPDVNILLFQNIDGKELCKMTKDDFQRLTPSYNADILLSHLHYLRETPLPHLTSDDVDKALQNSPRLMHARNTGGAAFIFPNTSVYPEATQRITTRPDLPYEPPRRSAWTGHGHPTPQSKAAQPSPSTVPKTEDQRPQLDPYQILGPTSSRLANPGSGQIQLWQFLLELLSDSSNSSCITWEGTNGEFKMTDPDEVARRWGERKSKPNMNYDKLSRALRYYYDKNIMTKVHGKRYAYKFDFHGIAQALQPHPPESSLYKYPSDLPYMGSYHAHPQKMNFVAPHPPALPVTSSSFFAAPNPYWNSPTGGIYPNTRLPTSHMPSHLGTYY
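His-tagged ERG Ets domain (1 uM in the protein solution; 300mM KCl, 50mM Tris-HCl, 1mM EDTA, 1mM DTT, pH 7.5) received compound, then a probe mix of 5 nM fluorescein-DNA and 100nM Texas-615-DNA. Fluorescence polarization was read for both dyes.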
PGK inhibitor: T. brucei PGK inhibition. PGK/GAPDH coupled, Kinase-Glo luminescence, 60 min. AID 602233. Potency, µM (series often up to 57.5 µM), without a hit: top-dose activity change, negative = inhibition, hits mostly inhibitors. P07378. hit rate 0.043% among 380,000; further: on the % scale 0 is the no-effect control and ±100 the full control effect; nearly all actives have a fitted effect of over 60% in size
Target sequence (P07378 whole entry, looked up): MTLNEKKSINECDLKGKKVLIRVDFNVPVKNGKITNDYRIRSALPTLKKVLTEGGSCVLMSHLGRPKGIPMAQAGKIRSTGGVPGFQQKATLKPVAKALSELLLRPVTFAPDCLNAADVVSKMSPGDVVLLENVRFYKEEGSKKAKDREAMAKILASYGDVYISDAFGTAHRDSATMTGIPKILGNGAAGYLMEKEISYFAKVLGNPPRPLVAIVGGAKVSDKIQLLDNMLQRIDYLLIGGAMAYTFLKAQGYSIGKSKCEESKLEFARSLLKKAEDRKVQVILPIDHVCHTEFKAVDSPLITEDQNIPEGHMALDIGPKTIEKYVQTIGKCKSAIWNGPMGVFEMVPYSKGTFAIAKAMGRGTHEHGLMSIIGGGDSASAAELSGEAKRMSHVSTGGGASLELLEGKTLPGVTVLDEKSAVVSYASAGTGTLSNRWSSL
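Recombinant glycosomal PGK reaction used 1,3-bisphosphoglycerate generated in-well by GAPDH (100nM final) in 100mM TEA pH 7.6, 5mM MgCl2, 0.01% Tween-20. After 60 minutes at room temperature, ATP was read by Kinase-Glo Plus luminescence end-point.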
HP1b chromo inh: HP1-beta chromodomain-methylated histone interaction inhibition; P83916; AlphaScreen HP1-beta / biotin-H3K9me3 peptide binding; Potency, µM (doses to about 114 µM), without a hit: at the top dose activity change, negative = inhibition, actives largely listed as inhibitors; hit rate 0.56% among 390,000; AID 540317; further: nearly all actives have a fitted effect of over 70% in size; inactives centre near 23
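AlphaScreen: HP1-beta (50 nM) preformed 30 min with biotin-H3(1-18)K9me3 peptide (50 nM) in PBS pH 7.4, 0.01% Tween-20. Compound added for 30 min at RT, then streptavidin donor/nickel chelate acceptor beads (10 ug/mL) for 30 min.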
rTrxR1 inhibitor: rat TrxR1 inhibition; O89049; recombinant rTrxR1, NADPH fluorescence consumption, selenite substrate; Potency, µM (top dose mostly 114 µM), inactives show at the highest dose activity change, negative = inhibition, hits mostly inhibitors; hit rate 1% among 390,000; further: on the % scale 0 is the no-effect control and ±100 the full control effect; nearly all actives have a fitted effect of over 65% in size
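Rat TrxR1 (90 nM in the dispensed reagent) was pre-reduced with 400 uM NADPH for 5 min at room temperature, then incubated with compound for 15 min. After 400 uM selenite was added, NADPH fluorescence (Ex 340/Em 450 nm) was followed for 8 min.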
JMJD2A Tudor: inhibitors of human JMJD2A Tudor domain; AlphaScreen JMJD2A-Tudor / H3K4me3 peptide binding; Potency, µM (highest dose often 114 µM), without a hit: at the highest dose activity change, negative = inhibition, usual class: inhibitors; hit rate 4.4% among 390,000; AID 504339; further: on the % scale 0 is the no-effect control and ±100 the full control effect; nearly all actives have a fitted effect of over 50% in size
12-LOX inh: blocks human arachidonate 12S-lipoxygenase | P18054 | purified 12hLO, xylenol orange hydroperoxide absorbance | Potency, µM (series often up to 108 µM), for the others: at the highest dose activity change, negative = inhibition, most hits filed as inhibitors | hit rate 1.1% among 580,000; further: on the % scale 0 is the no-effect control and ±100 the full control effect
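Hydroperoxide product was detected by ferrous iron/xylenol orange as the 573 to 405 nm absorbance ratio. Arachidonic acid at 40 uM (final) was turned over for 30 min at room temperature by 150 nM human 12hLO, pH 7.0 Hepes buffer, after 15 min compound preincubation.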
* marks the source's active call; other numbers are inactive results; i = inactive; ? = inconclusive; . = no result given; [ ] = another dose, or the depositor's remark. Unless noted, the call rests on the fitted dose curve; in most records, active means well fitted curve in the direction sought with a large enough effect; inconclusive means small, poorly fitted or top-dose-only effect, or another doubt; inactive means no such curve, though single readings can be large; an effect the other way counts as inactive or inconclusive. Potency means the concentration at half of the fitted maximal effect. This is a subset; count on the stated rates, not on these rows.

SMILES	RGS4 inhibitor	GLS inhibitor	Pin1 inh	ERG-DNA inh	PGK inhibitor	HP1b chromo inh	rTrxR1 inhibitor	JMJD2A Tudor	12-LOX inh
Cc1c(N2C(=O)c3ccccc3C2(O)c2ccccc2)c(=O)n(-c2ccccc2)n1C (configuration not stated)	15%	-3%	-5%	5%	-7%	19%	8%	-16%	-18%
Cc1cccc(-n2cc(CN3CCN(C(=O)c4ncn[nH]4)CC3)c(-c3cccc(F)c3)n2)c1	-25%	-9%	-9%	1%	i	42%[activator]	11%[57.1 µM]	-7%	3%
CCCOc1ccc(-c2nnn(CC(=O)c3c[nH]c4ccccc34)n2)cc1	20%	-2%	90%[activator]	.	i	2%	37%	-14%	-9%
CC(O)[C@H](NC(=O)C1CCN(C(=O)[C@H](Cc2ccccc2)NC(=O)OC(C)(C)C)CC1)C(=O)O (some centres not stated)	7%	-2%	-4%	-3%	-5%	70%[activator]	15%	0%	?
Nc1nc(SCC(=O)Nc2c(Br)cc([N+](=O)[O-])cc2Br)n[nH]1	-13%	22%	6%	9%	-3%	10%	16%	-17%	-8%
Cc1ccc(C(=O)N(CN2CCCC2=O)c2ccc(F)cc2)cc1	7%	1%	-6%	7%	i	18%	19%[57.1 µM]	-9%	-18%
Nc1ccc(C(=O)N2N=C(c3ccccc3)CC2(O)C(F)(F)F)cc1 (configuration not stated)	-16%	-2%	0%	-4%	9%	48%[activator]	5%	-10%	15%
C#CCNC(=O)C1=C[C@@H](C)[C@H](CCCO)[C@@H](OCC)O1	-2%	-1%	-1%	-9%	-6%	41%[activator]	18µM*	-5%	21%
CCc1ccc2[nH]c(=O)c(CN(CCCO)C(=O)NCc3ccccc3)cc2c1	4%	-6%	-4%	-17%	-1%	17%	-5%	-26%	?
O=C(CSc1nnc(-c2ccccc2)o1)OCc1ccccc1	-53%	1%	-1%	-3%	-3%	50%[activator]	8%	13%	0%
O=C1CN(C(=O)c2cc([N+](=O)[O-])ccc2Cl)C(c2ccccc2)c2cc(F)ccc2N1 (configuration not stated)	25%	13%	2%	-8%	-3%	13%	1%	-20%[57.1 µM]	-22%
CN1CCN(C(=O)Cn2ncc3c4ccccc4n(Cc4ccc(Cl)cc4)c3c2=O)CC1	6%	5%	?	2%	-7%	6%	5%	-34%	9%
COc1ccc([C@@H]2CC=C(C(=O)O)[C@H](c3ccc(F)cc3)N2S(=O)(=O)c2ccc(Cl)cc2)cc1	-6%	11%	1%	-9%	-5%	22%	1%	-11%	?
Cc1ccccc1CNC(=O)CCS(=O)(=O)c1cc2c3c(c1)CCN3C(=O)CC2	-38%	-4%	0%	-1%	0%	37%	19%[57.1 µM]	-16%	-13%
CC(=O)O/N=C/c1c(N2CCOCC2)n(C)c2ccccc12	4%	-3%	-4%	9%	-2%	-1%	2%	-20%	-16%
Cc1c(CCC(=O)NCc2ccc(F)cc2)c(=O)oc2cc(O)ccc12	5%	43%[activator]	-8%	-4%	i	74%[activator]	?	-3%	?
C[C@H](CO)N1C[C@H](C)[C@@H](CN(C)CC2CCCCC2)Oc2ccc(NC(=O)Cn3cnnn3)cc2C1=O	-1%	9%	1%	13%	-9%	38%	-4%[57.1 µM]	-24%	0%
CC1(C(=O)NC2CCCCCC2)CCC(=O)N1Cc1ccc2c(c1)OCO2 (configuration not stated)	15%	17%	0%	-1%	0%	20%	-3%[0.457 µM]	-8%	-6%
Nc1nc(-c2ccccn2)nc(N)c1Cc1c(F)cccc1Cl	-14%	-8%	-6%	0%	-9%	34%	3%[57.1 µM]	79µM*	?
COc1ccc(OC)c(-c2cc(C(=O)N/N=C(\C)c3cccnc3)c3ccccc3n2)c1	13%	8%	6%	5%	i	30%	15%	-21%	429%[activator]
Cn1nnc(NC(=O)c2ccc(Br)o2)n1	11%	-2%	-5%	-18%	i	20%	17%	-8%	-12%
COc1ccccc1NC(=O)C(C)N1C(=O)c2ccccc2C1=O (configuration not stated)	27%	2%	0%	-5%	-3%	27%	25%[11.4 µM]	-12%	13%
COc1ccccc1N1CCN(C(=O)CCc2ccc(S(=O)(=O)NCC(C)C)cc2)CC1	-1%	11%	2%	1%	-2%	23%	-2%	-10%	0%[57.4 µM]
CC(=O)Nc1ccc(S(=O)(=O)Nc2ccc(S(=O)(=O)N3CCCC3)cc2)cc1	14%	0%	-1%	4%	.	22%	-10%	-7%	-2%
COCCCNC(=O)c1ccc(Cn2c(=O)c3ccccc3n(CC(N)=O)c2=O)cc1	9%	2%	2%	1%	-6%	24%	8%	-18%	-15%
O=S(=O)(O)c1ccc(N=NNc2ccc(Br)cc2)cc1	-21%	68%[activator]	-2%	13%	-9%	8%	-1%[57.1 µM]	-20%	0%
O=C(CC1c2ccccc2Oc2ccccc21)NCc1ccco1	12%	21%	0%	.	6%	6%	6%	-8%	-21%
COc1ccc(NC(=O)c2cc(S(=O)(=O)NCCC3=CCCCC3)ccc2F)cc1	4%	-1%	4%	5%	-5%	42%	14%[57.1 µM]	-11%	-9%
Cc1noc(NC(=O)c2ccccc2)c1C#N	-17%[11.4 µM]	-9%	1%	7%	-2%	72%[activator]	7%[57.1 µM]	-22%[11.4 µM]	i
Cc1ccc(N2C(=O)C(CC(=O)Nc3ccc(F)cc3)N(CCC3=CCCCC3)C2=O)cc1 (configuration not stated)	7%	-2%	47%[activator]	1%	7%	31%	0%	-13%	-23%
CC(=O)N1CC=CC1(C)C(=O)NCc1cc(F)cc(C(F)(F)F)c1 (configuration not stated)	8%	0%	3%	1%	-8%	56%[activator]	-1%	0%	-9%
CN(CCc1ccccn1)c1ncnc2[nH]ncc12	15%	7%	1%	5%	-8%	15%	2%[57.1 µM]	-15%	-18%
CCn1c(CNC(=O)COc2ccc(C(C)C)cc2)nnc1SCC(=O)NC1CCCCC1C (configuration not stated)	18%	-7%	-2%	4%	5%	20%	-2%	-13%	-23%
O=C(NCCN1CCCC1)c1ccc(Br)cc1	-23%	1%	-3%	-6%	3%	57%[activator]	34%[activator][57.1 µM]	-4%	?
CCCC(O)(CCC)C(=O)NN(C(=O)OC)c1ccccc1	-15%	3%	-3%	7%	i	19%	2%	-7%	18%
CCC(=O)N/N=C/c1ccc(-c2ccc(Cl)cc2)o1	-20%	-10%	0%	-10%	-6%	21%	26%[57.1 µM]	-23%	-8%
COc1ccc(CC(=O)Nc2cccc(-c3nnc(-c4ccco4)o3)c2)cc1	-22%	-11%	5%	12%	i	21%	-1%	-2%	-2%
CC1CCCC/C1=N\NC(=S)NCCc1ccccc1 (configuration not stated)	-24%	14%	-6%	2%	2%	-3%	-5%	?	-11%
COc1ccc(OC)c(C2=NOC(C(=O)Nc3ccc4c(c3)OCCO4)C2)c1 (configuration not stated)	9%	2%	-9%	2%	-8%	19%	-1%	-32%	483%[activator]
N#Cc1cccc(NC(=O)C2CCN(S(=O)(=O)c3ccc4c(c3)CCCN4C(=O)C3CCC3)CC2)c1	-2%	9%	11%	-2%	-9%	20%[57 µM]	-17%[57.1 µM]	-17%	1%
CCCn1c(=S)[nH]c2cc(C(=O)N3CCc4ccccc43)ccc2c1=O	-26%	-4%	4%	-4%	-8%	46%[activator]	16%	-32%	4%
Fc1ccc(Nc2nc(SCc3ccccc3F)nc3ccccc23)cc1	-25%	4%	9%	3%	-7%	98%[activator]	11%[57.1 µM]	19%	0%
Cc1cc(N(C)C)c(C#N)c(N2CCCCC2)n1	15%	-6%	?	2%	-1%	33%[activator]	-7%	1%	-23%
Cc1cc(C(=O)NNC(=O)c2ccc(Cl)cc2)c2ccccc2n1	12%	-10%	6%	-4%	-7%	34%[activator]	0%	-6%	-6%
COc1ccc(Cc2nc3ccc(C(=O)NC(C)Cc4ncccc4C)cc3o2)cc1OC (configuration not stated)	12%	3%	-2%	-7%	-6%	10%	0%	-24%	5%
CC(=O)Oc1ccccc1C(=O)OCCN=C1NS(=O)(=O)c2ccccc21	-9%	0%	7%	-6%	-11%	12%	28%[57.1 µM]	10%	-7%
COc1ccc(C2CC(c3cccs3)=NN2c2ccc(C=O)cc2)cc1 (configuration not stated)	4%	6%	?	.	-4%	221%[activator]	-11%	119%[activator]	?

Quoted at random: five entries already listed.
SMILES	RGS4 inhibitor	GLS inhibitor	Pin1 inh	ERG-DNA inh	PGK inhibitor	HP1b chromo inh	rTrxR1 inhibitor	JMJD2A Tudor	12-LOX inh
O=C(NCCN1CCCC1)c1ccc(Br)cc1	-23%	1%	-3%	-6%	3%	57%[activator]	34%[activator][57.1 µM]	-4%	?
CCn1c(CNC(=O)COc2ccc(C(C)C)cc2)nnc1SCC(=O)NC1CCCCC1C (configuration not stated)	18%	-7%	-2%	4%	5%	20%	-2%	-13%	-23%
CN1CCN(C(=O)Cn2ncc3c4ccccc4n(Cc4ccc(Cl)cc4)c3c2=O)CC1	6%	5%	?	2%	-7%	6%	5%	-34%	9%
Cc1c(N2C(=O)c3ccccc3C2(O)c2ccccc2)c(=O)n(-c2ccccc2)n1C (configuration not stated)	15%	-3%	-5%	5%	-7%	19%	8%	-16%	-18%
COc1ccc([C@@H]2CC=C(C(=O)O)[C@H](c3ccc(F)cc3)N2S(=O)(=O)c2ccc(Cl)cc2)cc1	-6%	11%	1%	-9%	-5%	22%	1%	-11%	?
